WRN helicase inh – inhibitors of human WRN helicase. Potency, µM (series often up to 114 µM), for inactives: top-dose activity change, negative = inhibition, usual class: inhibitors. WRN helicase unwinding, fluorescent forked duplex, kinetic. Q14191. hit rate 0.46% among 360,000; further: potency means the concentration at half of the fitted maximal effect; on the % scale 0 is the no-effect control and ±100 the full control effect; nearly all actives have a fitted effect of over 55% in size
Target sequence (Q14191 whole entry, looked up): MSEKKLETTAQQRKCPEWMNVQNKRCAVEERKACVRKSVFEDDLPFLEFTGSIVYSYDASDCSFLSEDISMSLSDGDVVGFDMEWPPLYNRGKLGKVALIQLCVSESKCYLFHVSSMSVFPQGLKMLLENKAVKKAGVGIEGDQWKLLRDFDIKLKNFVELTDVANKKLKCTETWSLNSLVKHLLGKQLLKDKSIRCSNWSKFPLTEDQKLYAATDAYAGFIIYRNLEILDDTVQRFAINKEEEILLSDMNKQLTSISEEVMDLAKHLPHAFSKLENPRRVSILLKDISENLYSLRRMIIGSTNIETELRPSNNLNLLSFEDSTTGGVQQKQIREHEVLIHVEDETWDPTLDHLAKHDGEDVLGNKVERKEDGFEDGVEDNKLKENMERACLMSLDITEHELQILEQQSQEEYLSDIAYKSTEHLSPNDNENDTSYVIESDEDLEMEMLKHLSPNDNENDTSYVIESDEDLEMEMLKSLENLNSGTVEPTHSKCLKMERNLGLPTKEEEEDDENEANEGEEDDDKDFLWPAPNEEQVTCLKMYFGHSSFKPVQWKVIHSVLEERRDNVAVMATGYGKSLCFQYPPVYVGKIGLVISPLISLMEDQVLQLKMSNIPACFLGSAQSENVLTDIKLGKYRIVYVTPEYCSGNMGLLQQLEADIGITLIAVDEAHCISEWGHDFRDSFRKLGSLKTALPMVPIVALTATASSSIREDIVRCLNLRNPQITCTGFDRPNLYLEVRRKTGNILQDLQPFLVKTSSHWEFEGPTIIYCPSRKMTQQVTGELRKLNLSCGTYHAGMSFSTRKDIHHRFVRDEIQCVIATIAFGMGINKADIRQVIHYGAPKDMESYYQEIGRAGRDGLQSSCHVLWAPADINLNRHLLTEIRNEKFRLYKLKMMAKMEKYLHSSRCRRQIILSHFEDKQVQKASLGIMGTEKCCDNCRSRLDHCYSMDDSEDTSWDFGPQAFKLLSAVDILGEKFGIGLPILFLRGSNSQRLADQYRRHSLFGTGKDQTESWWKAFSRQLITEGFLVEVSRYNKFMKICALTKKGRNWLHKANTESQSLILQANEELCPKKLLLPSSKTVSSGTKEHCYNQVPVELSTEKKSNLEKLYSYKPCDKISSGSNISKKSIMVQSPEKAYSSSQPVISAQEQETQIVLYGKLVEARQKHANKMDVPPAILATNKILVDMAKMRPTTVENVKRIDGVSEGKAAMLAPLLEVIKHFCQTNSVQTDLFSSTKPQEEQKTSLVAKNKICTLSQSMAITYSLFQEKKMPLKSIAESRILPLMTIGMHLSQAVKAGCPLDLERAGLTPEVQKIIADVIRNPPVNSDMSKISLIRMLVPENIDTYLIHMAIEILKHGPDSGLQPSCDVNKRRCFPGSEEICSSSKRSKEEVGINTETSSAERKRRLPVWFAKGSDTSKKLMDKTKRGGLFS
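Screening of the MLSMR collection measured strand separation of a quenched forked DNA duplex (100 nM) by 20 nM WRN with 2 mM ATP, all final. Compounds were preincubated with enzyme 15 min at room temperature.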
KB-3-1 tox – KB-3-1 parental cell cytotoxicity | KB-3-1 viability, CellTiter-Glo ATP luminescence, 72 h | AID 1347075 | hit rate 1.4% among 400,000 | Potency, µM (top dose mostly 46.1 µM), for inactives: top-dose activity change, negative = cytotoxic, actives largely listed as cytotoxic; further: potency means the concentration at half of the fitted maximal effect; on the % scale 0 is the no-effect control and ±100 the full control effect; nearly all actives have a fitted effect of over 60% in size
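Multi-concentration cytotoxicity screen in KB-3-1 cells grown in DMEM lacking phenol red with 10% FBS. After 72 h at 37 °C with compound, ATP-dependent luminescence was recorded.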
HT1080 IDH1KD tx – HT-1080 IDH1 knockdown cell toxicity (counter line). HT-1080 IDH1 knockdown viability, ATP luminescence, 48 h. AID 686971. Potency, µM (series often up to 46.1 µM), without a hit: at the highest dose activity, negative = toxicity, usual class: cytotoxic. hit rate 2% among 360,000;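 further: potency means the concentration at half of the fitted maximal effect; 0% = DMSO wells and -100% = cell-free medium wells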
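Assay cells: HT-1080 with IDH1 knockdown, 750 per well, RPMI/5% FBS. Exposure: 48 h at 37 °C following 2 h pre-incubation. Read: CellTiter-Glo luminescence; fitted concentration-response, curve class assigned.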
IL-1B inflam inh – inflammasome signaling inhibition, IL-1 beta readout | THP-1 LPS/ATP IL-1B secretion, AlphaLISA, 16 h; active compounds read low | activity change, % at 57.5 µM | hit rate 4.7% among 360,000 | AID 743279; in the data active means activity change below about -50%; inconclusive means mostly about -30% to -49%; further: on the % scale 0 is the no-effect control and ±100 the full control effect
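Secreted IL-1B measured by AlphaLISA bead assay after 16 h compound exposure of THP-1 cells; compounds (final up to 57.5 uM) added 1 h before LPS (250 ng/mL) and ATP (1.25 mM) stimulation; lower signal means less secretion.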
KB-V1 cytotox – kills drug-selected multidrug resistant KB-V1 cells. KB-V1 MDR cells viability, CellTiter-Glo, 72 h. Potency, µM (top dose mostly 46.1 µM), without a hit: at the top dose activity change, negative = cytotoxicity, usual class: cytotoxic. hit rate 3.4% among 400,000; further: potency means the concentration at half of the fitted maximal effect; on the % scale 0 is the no-effect control and ±100 the full control effect; nearly all actives have a fitted effect of over 60% in size
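Cytotoxicity toward P-gp-expressing KB-V1 cells was determined as loss of CellTiter-Glo luminescence after 72 h at 37 degrees C. Compounds were tested in quantitative HTS format across a concentration range, with curves fitted to normalized data.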
ATXN2 expr inh – ATXN2 expression inhibition | HEK-293 ATXN2-luciferase reporter, luminescence, 24 h | Potency, µM (titrated, usually from 57 µM), without a hit: at the top dose activity change, negative = inhibition, most hits filed as inhibitors | hit rate 0.72% among 360,000 | AID 1745845; further: potency means the concentration at half of the fitted maximal effect; on the % scale 0 is the no-effect control and ±100 the full control effect; nearly all actives have a fitted effect of over 55% in size
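ATXN2-luciferase reporter cells (luciferase flanked by upstream and downstream ATXN2 gene portions) were treated 24 h at 37 °C with compounds at up to 57 uM. SteadyGlo luminescence gave expression; GF-AFC fluorescence gave viability.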
SW480 rereplic – induces DNA re-replication in SW480 colon adenocarcinoma cells | SW480 DNA re-replication, Hoechst DNA content imaging, 48 h | Potency, µM (highest dose often 46.1 µM), for the others: at the top dose re-replication activation, hits mostly activators | hit rate 1.8% among 340,000; further: potency means the concentration at half of the fitted maximal effect; % of control where 0% means no effect; nearly all actives have a fitted effect of over 55% in size
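Image-based DNA-content assay: after two days of treatment, nuclei were labelled with the DNA dye Hoechst and imaged, and hits were compounds raising the count of nuclei showing high fluorescence intensity.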
MCF10A rereplic – DNA re-replication induction in MCF 10a cells. MCF 10A DNA re-replication, Hoechst nuclear intensity, 48 h. Potency, µM (highest dose often 46.1 µM), inactives show at the top dose activity, positive = re-replication, most hits filed as activators. AID 624296. hit rate 2.9% among 350,000; further: potency means the concentration at half of the fitted maximal effect; % of control where 0% means no effect; nearly all actives have a fitted effect of over 50% in size
HT1080NT lethal – kills 2HG-producing HT-1080-NT fibrosarcoma cells | HT-1080-NT fibrosarcoma viability, CellTiter-Glo ATP luminescence, 48 h | Potency, µM (top dose mostly 46.1 µM), without a hit: at the highest dose activity, negative = less viability, most hits filed as cytotoxic | hit rate 1.6% among 360,000;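 further: NT is the 2HG producing partner of a matched IDH1 knockdown line; potency means the concentration at half of the fitted maximal effect; 0% = DMSO-treated cells and -100% = media-only wells without cells; nearly all actives have a fitted effect of over 55% in size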
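Viability of the 2HG-overproducing fibrosarcoma line after 48 hours of compound exposure at 37 degrees C was determined by luminescence with CellTiter-Glo, and concentration-effect curves were then fitted and categorized.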
Starred values were filed as active, the others as inactive; ? = inconclusive; . = not tested or not shown; [ ] = another dose, or the depositor's remark. Unless noted, the call rests on the fitted dose curve; in most records, active means well fitted curve in the direction sought with a large enough effect; inconclusive means small, poorly fitted or top-dose-only effect, or another doubt; inactive means no such curve, though single readings can be large; an effect the other way counts as inactive or inconclusive. Compounds were not picked by outcome; any-hit rate near 12%.

SMILES	WRN helicase inh	KB-3-1 tox	HT1080 IDH1KD tx	IL-1B inflam inh	KB-V1 cytotox	ATXN2 expr inh	SW480 rereplic	MCF10A rereplic	HT1080NT lethal
COc1ccccc1C(=O)NNC(=O)c1nn(Cc2ccccc2)c(=O)c2ccccc12	?	0%	?	44	?	?	?	9%	-22%
Cc1ccc(NC(=O)CSc2nnc(-c3cccs3)o2)cc1S(=O)(=O)N1CCCCC1	-17%	-3%	6%	14	6%	6%	-9%	12%	7%
Cc1ccc(C(C)(C)C)cc1S(=O)(=O)N1CCC(C(=O)N2CCN(c3ccc(O)cc3)CC2)CC1	4%	?	-21%	-29	15µM*	?	10%	?	-8%
O=S(=O)(Nc1ccc(-n2cccc2)cc1)c1ccc(F)cc1	2%[57.1 µM]	2%	-5%	0	-8%	-14%	7%	12%	-18%
CCOc1ccc(-c2nc(N)ncc2Oc2cccc(OC)c2)c(O)c1	-10%	?	?	?	?	-4%	-2%[9.22 µM]	30%	-25%
CC(C)C(=O)N1CCC(c2nc(-c3ccc(S(=O)(=O)N4CCCC4)cc3)no2)CC1	-18%	2%	-5%	14	12µM*	2%	-5%	1%	11%
CCCn1c(Sc2nnnn2-c2ccccc2)n[nH]c1=O	14%	-38%	4%	-2	8%	1%	4%	2%	16%
CC(OC(=O)c1ccc(Cl)nc1)C(=O)NC(C)(C)C (stereo unspecified)	-13%	-10%	9%	9	-1%	-1%	-1%	-4%	17%
CSc1nc2c(c(=O)[nH]1)C(c1ccc(Br)cc1)CC(=O)N2 (stereo unspecified)	-2%	10%	-3%	-10	7%	10%	-109%[inhibitor]	-4%	-16%
Cc1cccc(C)c1NC(=O)CS(=O)CC(=O)N1CCN(c2ccccc2)CC1 (stereo unspecified)	-18%	0%	0%	0	23%	-1%	-2%	18%	5%

Full records, looked up by structure:
`COc1ccccc1C(=O)NNC(=O)c1nn(Cc2ccccc2)c(=O)c2ccccc12` is listed as WRN helicase inh: ?; KB-3-1 tox: 0%; HT1080 IDH1KD tx: ?; IL-1B inflam inh: 44; KB-V1 cytotox: ?; ATXN2 expr inh: ?; SW480 rereplic: ?; MCF10A rereplic: 9%; HT1080NT lethal: -22%
`Cc1cccc(C)c1NC(=O)CS(=O)CC(=O)N1CCN(c2ccccc2)CC1` (stereo unspecified) is listed as WRN helicase inh: -18%; KB-3-1 tox: 0%; HT1080 IDH1KD tx: 0%; IL-1B inflam inh: 0; KB-V1 cytotox: 23%; ATXN2 expr inh: -1%; SW480 rereplic: -2%; MCF10A rereplic: 18%; HT1080NT lethal: 5%

Next section:
SMILES	WRN helicase inh	KB-3-1 tox	HT1080 IDH1KD tx	IL-1B inflam inh	KB-V1 cytotox	ATXN2 expr inh	SW480 rereplic	MCF10A rereplic	HT1080NT lethal
COc1ccccc1CCc1nnc(CCC(=O)NC(C)Cc2cccnc2)o1 (stereo unspecified)	0%	0%	8%	14	0%	6%	-1%	-7%	7%
O=C(CCN1CCOCC1)N1CCc2c([nH]c3ccccc23)C1c1cccc(Cl)c1 (stereo unspecified)	-15%	5%	?	-22	?	-4%	-2%	-3%	-11%
O=C(O)c1cccc(N2C(=O)c3cccc4cccc(c34)C2=O)c1	-22%	-1%	-4%	9	-3%	-10%	-1%	?	-1%
O=C(CN1CCCN(Cc2ccc(F)cc2Cl)C1=O)NC1CCCC1	-6%	-4%	1%	-7	-18%	2%	-3%	1%	0%
CC(C)CNC(=O)c1ccccc1NC(=O)CN(c1ccccc1)S(=O)(=O)N(C)C	11%	-4%	-10%	-13	-4%	4%	8%	8%	5%
C=C(C)n1c(=O)n(Cc2ccc(C)cc2)c2ccccc21	-5%	-23%	-6%	6	-25%	.	?	24%	-1%
C[C@H](CO)N1C[C@H](C)[C@@H](CN(C)C(=O)OCc2ccccc2)OCc2cn(nn2)CCCC1=O	3%	29%	16%	11	-6%	1%	.	.	8%
Cc1ccc(SCc2cc(=O)[nH]c(N3CCCCC3)n2)cc1	3%	2%	-1%	-18	-3%	-3%	-28%	-180%[0.0737 µM]	-1%
O=C(CCC1CCCC1)N1CCN(C(=O)c2cccnc2)CC1	8%	5%	1%	20	5%	3%	-3%	3%	3%
O=C(NN=C1CCCCCCCCCCC1)c1cccc(S(=O)(=O)N2CCOCC2)c1	-10%[57.1 µM]	-5%	5%	29	1%	-8%	4%	?	5%
O=C(CN1CCN(C(c2ccccc2)c2ccccc2)CC1)NCc1ccccc1	-7%	-8%	0%	-26	22%	-11%	7%	-5%	-12%
O=C(NNC(=S)NCC1CCCO1)c1cc(Br)ccc1Cl (stereo unspecified)	-9%	.	3%	17	.	2%	-3%	0%	4%
CCN(CC)C(=O)C1=C(C)N(CCCOC)C(=O)C(CC(=O)NCCCN(C)C)C1 (stereo unspecified)	-7%	10%	4%	4	24%	2%	.	.	15%
O=C(c1ccc(OC2CCN(C(=O)C3CC3)CC2)cc1)N(CCO)Cc1ccccc1	-1%	-28%	2%	34	-1%	-5%	-7%	8%	4%
O=C(CCc1nc2ccccc2c(=O)[nH]1)Nc1cc(Cl)ccc1N1CCCCC1	-6%[11.6 µM]	?	?	24	?	.	?	16%	?
O=C(CN(Cc1ccc2c(c1)OCO2)C(=O)c1cnsn1)NC1CCCC1	1%	12%	19%	-3	-4%	4%	-1%	9%	3%
CCC(=O)Nc1ccc(N2CCN(C(=O)c3cccs3)CC2)cc1	9%	1%	1%	-7	-20%	.	-174%[inhibitor]	0%	-1%
CCOC(=O)N1CCc2c(sc(NC(=O)CN3CCN(C)CC3)c2C(=O)Nc2ccccc2)C1	6%	15%	1%	?	-1%	1%	-1%	13%	-8%
O=C(N/N=C/c1ccccc1OCc1ccccc1)c1cccnc1	6%	0%	-15%	9	4%	.	?	12%	-4%
COC(=O)CCC(=O)Nc1cccc(Cl)c1	3%	-2%	-2%	-3	-3%	-2%	-7%	-7%	-2%

Overlap with the part before: 3 entries; new compounds follow.
SMILES	WRN helicase inh	KB-3-1 tox	HT1080 IDH1KD tx	IL-1B inflam inh	KB-V1 cytotox	ATXN2 expr inh	SW480 rereplic	MCF10A rereplic	HT1080NT lethal
CCOC(=O)N1CCc2c(sc(NC(=O)CN3CCN(C)CC3)c2C(=O)Nc2ccccc2)C1	6%	15%	1%	?	-1%	1%	-1%	13%	-8%
O=C(N/N=C/c1ccccc1OCc1ccccc1)c1cccnc1	6%	0%	-15%	9	4%	.	?	12%	-4%
COC(=O)CCC(=O)Nc1cccc(Cl)c1	3%	-2%	-2%	-3	-3%	-2%	-7%	-7%	-2%
Cc1ccc(S(=O)(=O)NCC(=O)N2CCc3ccccc3C2)cc1	0%	2%	3%	10	0%	7%	-3%	-1%	13%
O=C(Nc1ccc(N2CCOCC2)c(Cl)c1)c1ccco1	-14%[57.1 µM]	-3%	7%	?	?	46%[activator]	-3%	-18%	11%
N#C/C(=C/c1cccn1-c1cccc(C(=O)O)c1)c1ccc(Cl)cc1	-10%[11.6 µM]	3%	-15%	-6	-4%	-20%	3%	?	-25%
Cc1cccc(CSCc2nnc(N)s2)c1	-7%	20%	0%	21	0%	26%	-4%	-7%	1%
COc1ccc2c(C)cc(SC3CCOC3=O)nc2c1 (stereo unspecified)	-14%[57.1 µM]	13%	-4%	47	-6%	-1%[11.3 µM]	5%	-1%	-2%
CCc1nc(N2CCN(Cc3ccc4c(c3)OCO4)CC2)c2oc3ccccc3c2n1	3%	20µM*	?	-28	10µM*	.	?	9.2µM*	?
S=c1[nH]nc(-c2ccncc2)n1/N=C/c1ccccc1	-3%	1%	10%	17	11%	-1%	?	29%	16%
CCCc1cc(=O)[nH]c(SCC(=O)NC2CCCCCCC2)n1	-18%	10%	-4%	14	-15%	-7%	27%	2%	1%
O=C(NCC(=O)N1CCN(C(=O)c2ccco2)CC1)c1ccc(Br)cc1	-7%	8%	-4%	-3	-3%	9%	4%	4%	-1%
CC1CCC(C(C)C)C(OC(=O)C[n+]2cccc(C(N)=O)c2)C1 (stereo unspecified)	?	?	12%	1	-7%	?	-5%	?	0%
CCN1CCN(c2ccc(S(=O)(=O)N3CCOCC3)cc2NC(=O)c2ccc(F)cc2Cl)CC1	2%	1%	0%	-6	-4%	-12%	-50%[inhibitor]	13%	-3%
Cc1ccc(S(=O)(=O)N[C@@H](CC(C)C)C(=O)NCc2ccco2)cc1	-4%	-2%	9%	0	15µM*	-2%	-12%	0%	3%
CC(N=Cc1cc([N+](=O)[O-])ccc1O)c1ccccc1 (stereo unspecified)	-12%	36%	-20%	8	0%	3%	0%	-5%	-13%
CCN(C(=O)Cn1c([N+](=O)[O-])cnc1C)c1ccccc1	11%	0%	7%	-1	9%	.	-5%	4%	6%
CN(C)c1ccc(N2C(=NC(=O)CC3CCCCC3)SC3CS(=O)(=O)CC32)cc1 (stereo unspecified)	-4%	-18%	1%	-20	-10%	-8%	-2%	?	0%
O=C(c1cc2ccccc2o1)N1CCN(Cc2nc3ccccc3s2)CC1	-2%	-9%	-4%	16	-12%	.	.	.	2%
CCc1nnc(NC(=O)CSc2ccc(-c3ccc(-n4cccn4)cc3)nn2)s1	-14%	-6%	5%	3	0%	10%	-3%	?	2%
CC(C)(Oc1ccc(Cl)cc1)C(=O)Nc1ccc2oc(=O)ccc2c1	-29%	-13%	-2%	-9	-24%	-4%	-2%	-3%	-6%

Structural class: those above containing a COOH group
SMILES	WRN helicase inh	KB-3-1 tox	HT1080 IDH1KD tx	IL-1B inflam inh	KB-V1 cytotox	ATXN2 expr inh	SW480 rereplic	MCF10A rereplic	HT1080NT lethal
O=C(O)c1cccc(N2C(=O)c3cccc4cccc(c34)C2=O)c1	-22%	-1%	-4%	9	-3%	-10%	-1%	?	-1%
N#C/C(=C/c1cccn1-c1cccc(C(=O)O)c1)c1ccc(Cl)cc1	-10%[11.6 µM]	3%	-15%	-6	-4%	-20%	3%	?	-25%
